Chronic BCR inh = qHTS Assay to Find Inhibitors of Chronic Active B-Cell Receptor Signaling | Potency, µM (doses to about 46.1 µM), for inactives: at the top dose ratio change, negative = lower green/red ratio, hits mostly inhibitors | 340,000 compounds, 0.05% hits | ABC-DLBCL IkBa-CBG/CBR reporter, luminescence ratio, 4 h | AID 493014, 2011; active = well fitted inhibition curve with a large enough effect in the signal ratio, with a control signal flat, not every such curve was filed as active; inconclusive = small, poorly fitted or top-dose-only effect, or effect the other way, or a change in a side signal; the % refers to the signal ratio;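 note: potency is the fitted concentration of half-maximal effect; plate controls were basal doxycycline-induced cells for no effect and cells given 10 µM MG132 for full effect; MG132 reads +100%, hits lower the ratio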
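TMD8 ABC-DLBCL cells carrying doxycycline-inducible green luciferase fused to IkappaBalpha plus unfused red luciferase were exposed to compounds (up to 46 uM) for 4 hrs at 37C. Activity came from the overlap-corrected green/red luminescence ratio.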
Eya2 phos inh = qHTS Assay for Inhibitors of the Phosphatase Activity of Eya2; Protein phosphatase EYA2 (Homo sapiens), O00167; recombinant Eya2, OMFP fluorescence dephosphorylation (OMFP is methylfluorescein phosphate); Potency, µM (highest dose often 76.9 µM), for inactives: top-dose activity, negative = inhibition, most hits filed as inhibitors; 330,000 compounds, 0.006% hits; note: potency is the fitted concentration of half-maximal effect; % is set by controls: 0 for no effect and ±100 for the full control effect
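Eya2 protein (added as 0.2 uM solution) was preincubated with compound for 10 min at ambient temperature in 50 mM HEPES pH 7.5, 50 mM NaCl, 5 uM MgCl2, 0.05% BSA, 1 mM DTT. OMFP (added at 50 uM) then reacted 10 min; fluorescence read at 485/525 nm.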
TCR activator = Activators of T cell receptors: qHTS campaign | primary human leukocytes, anti-CD3, IL-2 HTRF, 48 h | Potency, µM (highest dose often 9.22 µM), without a hit: at the highest dose activation of IL-2 secretion, most hits filed as activators | 330,000 tested, under 10 active; note: % of control where 0% means no effect
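Readout: HTRF IL-2, Eu-cryptate/d2 antibody pair, 320nm excitation, 665nm emission. Stimulus: a-CD3 beads, no co-stimulation. Cells: primary human leukocytes. Exposure: 48 hr with compound.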
ASM inhibitor = Inhibitors of Secretory Acid Sphingomyelinase (S-ASM): qHTS; Potency, µM (doses to about 57.5 µM), for the others: top-dose activity change, negative = inhibition, usual class: inhibitors; Sphingomyelin phosphodiesterase (Homo sapiens), P17405; 340,000 compounds, 0.006% hits; AID 504937, 2011; placental ASM, HMU-PC fluorogenic substrate, 60 min; note: potency is the fitted concentration of half-maximal effect
Target sequence (P17405 47-631 limits assumed): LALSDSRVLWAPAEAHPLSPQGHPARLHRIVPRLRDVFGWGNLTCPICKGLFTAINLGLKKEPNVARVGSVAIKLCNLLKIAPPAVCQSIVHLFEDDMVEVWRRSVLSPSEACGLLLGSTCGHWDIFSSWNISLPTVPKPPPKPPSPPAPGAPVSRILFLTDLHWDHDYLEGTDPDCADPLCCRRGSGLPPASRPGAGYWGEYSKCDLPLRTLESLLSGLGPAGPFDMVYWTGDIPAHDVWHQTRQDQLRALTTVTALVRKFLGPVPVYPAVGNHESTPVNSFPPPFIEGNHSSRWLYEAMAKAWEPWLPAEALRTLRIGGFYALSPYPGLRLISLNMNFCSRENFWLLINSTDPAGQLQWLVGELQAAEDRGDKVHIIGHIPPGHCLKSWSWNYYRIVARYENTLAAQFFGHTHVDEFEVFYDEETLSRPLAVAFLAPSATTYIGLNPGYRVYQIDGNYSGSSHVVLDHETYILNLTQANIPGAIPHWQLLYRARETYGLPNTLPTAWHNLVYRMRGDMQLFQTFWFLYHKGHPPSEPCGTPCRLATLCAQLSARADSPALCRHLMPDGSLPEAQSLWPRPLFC
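Steps: dispense placental human ASM, pin compound, wait 10 min at room temperature, add HMU-PC0 substrate at 9 uM final, incubate 60 min at 37 °C, add stop solution raising pH to 10, read fluorescence.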
Mito fusion yeast = qHTS Assay for Small Molecule Inhibitors of Mitochondrial Division or Activators of Mitochondrial Fusion. AID 485298, 2010. S. cerevisiae fusion-defective mutant growth rescue, CellTiterGlo 48 h. 320,000 compounds, 0.23% hits. Potency, µM (highest dose often 46.1 µM), without a hit: top-dose growth rescue (activation), actives largely listed as activators;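 note: potency is the fitted concentration of half-maximal effect; % of control where 0% means no effect; nearly all actives have a fitted effect of over 45% in size; temperature-sensitive fusion mutants such as fzo1-1 at 37 °C on non-fermentable ethanol glycerol medium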
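Luminescent cell viability in 1536-well qHTS format served as the measure of rescued growth in ts fusion-mutant S. cerevisiae cultured on non-fermentable YPEG for 48 hours at 37C.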
Tb PFK inh = qHTS Assay to Find Inhibitors of T. brucei phosphofructokinase; 330,000 compounds, 0.17% hits; AID 485367, 2010; Potency, µM (top dose mostly 57.5 µM), for the others: at the highest dose activity, negative = inhibition, usual class: inhibitors; T. brucei PFK, ADP-Glo luminescence;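 note: potency is the fitted concentration of half-maximal effect; 0% = uninhibited 1x PFK enzyme wells and -100% = no-enzyme wells; nearly all actives have a fitted effect of over 60% in size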
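Compounds were pin-transferred as a titration series up to 57 uM into substrate buffer (0.5 mM F6P, 0.1 mM ATP, pH 8.0), then 1.25 nM PFK was added and reactions ran 45 min before ADP-Glo detection.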
ELG1 repair inh = qHTS screen for small molecules that inhibit ELG1-dependent DNA repair in human embryonic kidney (HEK293T) cells expressing luciferase-tagged ELG1 | Potency, µM (doses to about 46.1 µM), inactives show top-dose activity change, negative = inhibition, actives largely listed as inhibitors | HEK293T ELG1-luciferase reporter, luminescence, 16 h; DNA damage induced by 5-fluorouridine | 330,000 compounds, 2.3% hits; note: potency is the fitted concentration of half-maximal effect; % is set by controls: 0 for no effect and ±100 for the full control effect; nearly all actives have a fitted effect of over 55% in size
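Reporter activity after DNA damage by 5-fluorouridine is monitored. Compound-treated cells incubate 16 hr at 37 °C, then ONE-Glo is added for 30 min before luminescence reading.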
a7 integrin act = qHTS for Activators of Integrin-Mediated Alleviation for Muscular Dystrophy. alpha7betagal myoblasts, beta-gal FDG fluorescence, 48 h. Potency, µM (doses to about 38.3 µM), for the others: top-dose activation, hits mostly activators. 350,000 compounds, 0.064% hits. AID 624291, 2012;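 note: potency is the fitted concentration of half-maximal effect; 100% = response of the positive control SU9516; nearly all actives have a fitted effect of over 60% in size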
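Alpha7betagal+/- myoblasts (passage 13) were plated 16-24 hr, then exposed to compounds (1:260 dilution of DMSO stock) for 48 hours at 37C. After MPER lysis, β-galactosidase reporter activity was read as FDG fluorescence (ex 480/em 540) after 30 minutes.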
TSHR antagonist = Antagonists of the Thyroid Stimulating Hormone Receptor: HTS campaign | activity change, negative = inhibition, % at 11.5 µM | 330,000 compounds, 0.2% hits | TSHR-expressing cells, TSH-stimulated cAMP HTRF, 2 h; active compounds read low | Thyrotropin receptor (Homo sapiens), P16473;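 active = activity change below a set negative limit, meaning inhibition stronger than a set level, cut at about -70% in these data; inconclusive = activity change between two set negative limits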; note: % is set by controls: 0 for no effect and ±100 for the full control effect
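Inhibition of cAMP made by TSHR-expressing cells under TSH stimulation (4nM final, EC80; 2 h, 37 deg C) is quantified with a one-step lysis HTRF kit, anti-cAMP cryptate versus cAMP-d2.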
PTAP TSG101 blk = qHTS Assay for Iinhibitors of HIV-1 Budding by Blocking the Interaction of PTAP/TSG101; 340,000 tested, under 10 active; Fluorescence polarization, FITC-PTAP peptide / Tsg101 binding; Tumor susceptibility gene 101 protein (Homo sapiens), Q99816; AID 493005, 2010; Potency, µM (top dose mostly 115 µM), for inactives: at the highest dose activity change, negative = inhibition, actives largely listed as inhibitors; active = well fitted inhibition curve with a large enough effect in the main read-out, with a control signal flat, not every such curve was filed as active; inconclusive = small, poorly fitted or top-dose-only effect, or effect the other way, or a change in a side signal; inactive = no such curve, though single readings can be large or run the other way; note: potency is the fitted concentration of half-maximal effect; % of control where 0% means no effect
Target sequence (Q99816 whole entry, looked up): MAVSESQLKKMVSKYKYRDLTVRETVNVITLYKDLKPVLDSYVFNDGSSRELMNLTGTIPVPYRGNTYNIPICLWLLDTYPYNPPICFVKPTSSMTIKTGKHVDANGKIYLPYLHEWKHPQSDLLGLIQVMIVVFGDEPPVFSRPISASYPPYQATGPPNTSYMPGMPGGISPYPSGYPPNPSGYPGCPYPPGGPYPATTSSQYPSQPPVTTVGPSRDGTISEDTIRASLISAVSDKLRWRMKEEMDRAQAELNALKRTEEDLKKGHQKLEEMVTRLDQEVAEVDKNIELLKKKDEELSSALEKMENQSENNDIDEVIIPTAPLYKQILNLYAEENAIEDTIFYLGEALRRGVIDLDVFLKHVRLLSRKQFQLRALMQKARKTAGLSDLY
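FP read-out: FITC-PTAP peptide, 50 nM final, binding Tsg101 binding domain, 10 uM final; 20 min, r.t.; 10 mM HEPES pH 7.5, 0.15 M NaCl, 0.01% Tween 20, 3 mM EDTA, 0.1 mM TCEP.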
AT treatment = qHTS Assay for Identifying a Potential Treatment of Ataxia-Telangiectasia; […] A-T fibroblasts, KAP-1 phosphorylation AlphaLISA; neocarzinostatin DNA damage 30 min before lysis; Potency, µM (highest dose often 57.5 µM), inactives show at the top dose activation, hits mostly activators; 320,000 compounds, 0.19% hits; AID 485349, 2010; note: potency is the fitted concentration of half-maximal effect; % of control where 0% means no effect; nearly all actives have a fitted effect of over 45% in size
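ATM-like activity read as KAP-1 phosphorylation via AlphaLISA donor/acceptor antibody pairs after lysis and 6 hr at 25C. Cells were ATM-null patient fibroblasts ([…], hTERT), dosed 60 min, then exposed to the DSB inducer NCS for 30 min.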
Numbers without * were called inactive; i = inactive; ? = inconclusive; . = not tested or not shown; [ ] = remark or other dose. Unless noted, calls come from the whole dose curve; as a rule, active = well fitted curve in the direction sought with a large enough effect; inconclusive = small, poorly fitted or top-dose-only effect, or another doubt; inactive = no such curve, though single readings can be large; an effect the other way counts as inactive or inconclusive.

SMILES	Chronic BCR inh	Eya2 phos inh	TCR activator	ASM inhibitor	Mito fusion yeast	Tb PFK inh	ELG1 repair inh	a7 integrin act	TSHR antagonist	PTAP TSG101 blk	AT treatment
Cc1cc(CN2C(=O)c3ccccc3C2=O)on1	5%	15%	2%	3%	0%	-9%	-11%	-11%	-10	-1%	-2%
O=C(Nc1nc(-c2ccccc2)cs1)c1cccc(S(=O)(=O)N2CCN(Cc3ccccc3)CC2)c1	-2%	7%	0%	-4%	1%	-1%	?	2%	-21	-2%	.
O=C(CS(=O)(=O)Cc1ccccc1)N1CCN(C(=O)c2ccco2)CC1	3%	-2%	-6%	2%	1%	0%	-6%	10%	-5	-8%	-1%
Cn1cc(C(=O)NS(=O)(=O)Nc2ccc(Br)cn2)c2ccccc21	-25%	0%	1%	-1%	3%	1%	?	?	-8	-4%	6%
NCC(c1ccccc1Cl)c1c[nH]c2ccccc12 (centres undefined)	?	0%	4%	-2%	-6%	1%	-3%	11%	1	1%	-3%
CCN(CC)c1c([N+](=O)[O-])c(=O)n(CC)c2ccccc12	?	1%	0%	1%	9%	0%	0%	0%	-17	-2%	-7%
COc1ccc2c(c1)[C@H]1[C@H](CO2)[C@H](c2ccccc2)[C@]2(C)C(=O)N(CC3CCCO3)CC(=O)N12 (some centres undefined)	-8%	2%	0%	4%	-4%	2%	-12%	10%	-3	-1%	-18%
c1ccc(C(c2nnnn2C2CCCC2)N2CCN(c3ccccc3)CC2)cc1 (centres undefined)	0%	3%	-6%[46.1 µM]	-2%	?	0%	-19%	0%	6	-3%	9%
C[C@@]12C(=O)Nc3ccc(F)cc3C(=O)N1[C@H]1c3ccccc3OC[C@@H]1[C@@H]2c1ccccc1	?	19%	2%	-15%	.	4%	12%	15%	-11	-5%	6%
COc1ccc2cc(CO)c3cc(OC)c(OC)cc3c2c1	?	0%	-5%	-6%	.	7%	8.2µM*	8%	-9	0%	0%
CCCCCCCCSc1n[nH]c(N)n1	?	0%	0%[46.1 µM]	-5%	15%	-12%	9%	19%	-13	-8%	-8%
O=C(COc1ccccc1)OCC(=O)c1c[nH]c2ccccc12	3%	-5%	11%	-1%	-1%	-3%	7%	13%	54	-3%	-6%
COc1ccc(CNC(=O)CNC(=O)c2ccc(Br)o2)cc1OC	-3%	-9%	1%	4%	-1%	-4%	15%	9%	1	-9%	-2%
CC(NC(=O)COC(=O)c1cccnc1Cl)C12CC3CC(CC(C3)C1)C2 (centres undefined)	-1%	-20%	.	-6%	.	7%	?	13%	13	0%	-8%
CNNC(=S)NCCC1=CCCCC1	0%	1%	4%	5%	4%	2%	13%	?	-9	0%	-3%
O=C(c1cccc(C(F)(F)F)c1)N1CCCC1	?	1%	2%	5%	-1%	-2%	7%	29%	5	-4%	15%
O=C(Nc1cn(-c2ccccc2)nc1-c1ccc(F)cc1)c1ccccc1	-9%	1%	2%[46.1 µM]	-3%	0%	-8%	?	?	-2	0%	4%
Cc1ccccc1Cn1nc(C)c(NC(=O)c2noc3c2CCCC3)c1C	2%	10%	6%	-3%	14%	-4%	-30%	-7%[7.66 µM]	9	-3%	-3%
COc1ccc(/C=N/NC2=NCCCCC2)cc1	?	-1%	1%	2%	-3%	3%	?	-24%	17	2%	-1%
CCOC(=O)C(=NC(C)(C)C)NNc1cc(Cl)ccc1Cl	?	3%	-2%[46.1 µM]	-10%	-1%	0%	?	-9%	13	-1%	29%
Cc1ccc(C)c(S(=O)(=O)NC(C)CCc2ccccc2)c1 (centres undefined)	1%	-13%	-4%	-10%	2%	-2%	-19%	9%	-17	-2%	11%
CCCCN1C(=O)c2ccc(C(=O)Nc3cccc(C)c3C)cc2C1=O	-4%	19%	-1%	-1%	1%	0%	19%	-9%	1	-2%	.
Nc1nc(SCC(=O)NNc2c(Cl)cc(Cl)cc2Cl)n[nH]1	-9%	1%	2%[46.1 µM]	8%	-2%	-5%	19%	28%	8	-3%	11%
COc1ccc(OCC(=O)Nc2c(C(=O)N3CCN(C)CC3)oc3ccccc23)cc1	-12%	5%	4%	1%	2%	-1%	-19%	-15%	1	-1%	1%
COc1nc(C)nc(NC(=O)NS(=O)(=O)c2ccc(C)cc2)n1	0%	-18%	2%	1%	-6%	-1%	-5%	-1%	7	-2%	1%
COc1ccc(C(=O)Nc2cccc(C(=O)NCc3ccco3)c2)cc1	?	3%	-4%	-2%	1%	1%	-4%	-16%	-8	0%	-2%[11.5 µM]
COc1ccc(CCNC(=O)c2ccc(S(=O)(=O)N3CCCCC3)cc2)cc1	?	17%	-2%	-7%	-1%	0%	?	-21%	33	-3%	3%
CC(C)Sc1nc2sc(-c3ccccc3)cc2c(=O)n1N	?	-2%	4%	-1%	3%	-7%	18%	7%	21	-4%	0%
Cc1ccc2nc3c(cc(C(=O)NC4CCCC4)c(=N)n3CCCn3ccnc3)c(=O)n2c1	-3%	-8%	.	.	6%	0%	10%	.	2	.	5%
Cc1cc(C)n2nc(SCC(=O)N/N=C/c3ccccc3F)nc2n1	-1%	-9%	.	-2%	1%	1%	-6%	-28%	10	-4%	10%
Cn1c(=O)cc(N)n(-c2ccccc2)c1=O	0%	4%	-2%	-6%	0%	-2%	6%	-35%	1	0%	-3%
O=C(NCC(c1ccco1)N1CCc2ccccc21)c1ccccc1 (centres undefined)	0%	-4%	-15%	1%	25%	?	-10%	-14%	9	-1%	-1%
COc1ccccc1C(=O)Nc1ccc2c(c1)CCCN2C(=O)c1ccccc1	?	-10%	9%	0%	-24%	-1%	?	-10%	-7	-1%	5%
Cc1cc2ccccc2nc1SCC(=O)Nc1nc(-c2ccccc2)cs1	?	-2%	11%	-7%	6%	4%	1%	-5%	7	1%	16%
C/C(Cl)=C\Cn1c(N2CCCC2)nc2c1c(=O)n(C)c(=O)n2C	-2%	2%	14%	-2%	6%	6%	-12%	-4%	-11	-1%	-17%
COc1ccc2c(c1)OC[C@H]1[C@H]2N2C(=O)CN(Cc3ccc(Cl)cc3)C(=O)[C@@]2(C)[C@H]1c1ccccc1	?	-7%	2%	-13%	11%	3%	-29%	-4%	-6	5%	2%
CCCNC(=S)Nc1ccc(Nc2ccccc2)cc1	-1%	-37%	2%	-5%	-12%	2%	?	-6%	0	0%	-3%
O=C(N/N=C\c1ccc(-c2cccc(Cl)c2)o1)C(=O)NC1CCCC1	?	7%	-6%	66%[activator]	8%	2%	0%	17%	-5	0%	-4%
O=C(COC(=O)c1ccccc1)Nc1cccc(S(=O)(=O)N2CCCCC2)c1	-3%	-5%	5%	-1%	6%	23%	15%	3%	-22	0%	2%
Cc1ccc(S(=O)(=O)N(C)c2ccc(OCC(=O)NCc3ccco3)cc2)cc1	5%	-19%	6%	-1%	-2%	-2%	-7%	-27%	10	-5%	1%
CCC(C)Nc1cc(C)c(C#N)c2nc3ccccc3n12 (centres undefined)	?	0%	-6%	i	7%	-1%	-17%	9%	-7	-6%	50%
Cc1nn(CC(=O)NNC(=O)c2ccc(Br)cc2)c(C)c1[N+](=O)[O-]	-4%	-2%	-9%	0%	2%	-6%	2%	5%	-15	-2%	0%
CCN(CC)Cc1c(O)ccc2c(=O)c(Oc3ccccc3OC)coc12	-1%	6%	-3%	256%[activator]	-3%	11%	19%	1%	9	-6%	2%
O=[N+]([O-])c1ccc(N=NNc2ccccc2)cc1	?	-9%	4%	-2%	1%	-12%	?	19%	-14	-7%	1%

Screening data: PubChem BioAssay, National Center for Advancing Translational Sciences (NCATS)
